Screens as filed in PubChem.
PfHsp90 set2: growth inhibition of yeast expressing Plasmodium Hsp90. hit rate 0.32% among 310,000. inhibition, % at 9.4 µM. S. cerevisiae expressing PfHsp90, BacTiter-Glo ATP, 48 h; yeast lacking PDR1 and PDR3 efflux regulators;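 active = every replicate shows inhibition above about 80%, whatever the replicate mean, limit read from the data; inconclusive = mean inhibition reaches the set limit but some replicate falls short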;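 also: 0% = DMSO neutral controls and 100% = 20 µM radicicol positive controls; yeast relying on Plasmodium falciparum Hsp90 in place of its own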
Ecoli viability: counter-screen for AddAB inhibitors: E. coli growth inhibition; inhibition, % at 11.9 µM; E. coli V3065 growth, OD600 absorbance, 18 h; hit rate 0.27% among 330,000;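 active = inhibition above the campaign's mean inhibition across all tested compounds plus 3 SD, cut at about 9.9% in these data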;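 also: uninfected addAB+ strain grown without phage in ampicillin broth; 0% = DMSO wells and 100% = ciprofloxacin 0.95 µg/ml wells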
Rtt109 Vps75: C. albicans Rtt109 histone acetyltransferase inhibition; hit rate 0.16% among 330,000; AID 540336; inhibition, % at 34.9 µM; Q5AAJ8; purified Rtt109/Vps75, ThioGlo CoA-SH fluorescence, 4 h;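 active = inhibition of at least 50% in every replicate; inconclusive = best replicate reaches 50% inhibition but some replicates fall short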
Target sequence (Q5AAJ8 whole entry, looked up): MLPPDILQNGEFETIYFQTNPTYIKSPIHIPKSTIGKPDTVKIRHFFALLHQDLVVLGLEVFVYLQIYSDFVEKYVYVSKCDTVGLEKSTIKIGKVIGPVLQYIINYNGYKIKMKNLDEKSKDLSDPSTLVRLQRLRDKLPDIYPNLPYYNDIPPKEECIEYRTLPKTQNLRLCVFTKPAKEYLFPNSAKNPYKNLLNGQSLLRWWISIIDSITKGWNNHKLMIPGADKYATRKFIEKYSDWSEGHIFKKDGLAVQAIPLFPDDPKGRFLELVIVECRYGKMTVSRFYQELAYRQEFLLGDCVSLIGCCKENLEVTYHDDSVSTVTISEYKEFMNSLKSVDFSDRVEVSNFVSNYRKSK
Wnt act: Wnt/beta-catenin pathway activation; Wnt/beta-catenin reporter cell assay, activator, plate reader; activation, % at 9.35 µM; hit rate 1.2% among 300,000; AID 743398; in the data active = activation above about 30%, passing the limit was not always enough; inconclusive = no clear call, values can overlap the other calls;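 also: 0% = neutral control wells and 100% = positive control wells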
PvdQ acylase: P. aeruginosa PvdQ acylase inhibition; hit rate 0.063% among 340,000; AID 488965; purified PvdQ acylase, fluorescence plate reader; inhibition, % at 10 µM; in the data active = inhibition above about 30%, passing the limit was not always enough; inconclusive = no clear call, values can overlap the other calls;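 also: 0% = vehicle neutral wells and 100% = reference inhibitor wells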
DAGLB inh: diacylglycerol lipase beta (human) inhibition; Q8NCG7; HEK293T DAGLB membrane lysate, EnzChek fluorogenic substrate; inhibition, % at 5.17 µM; hit rate 0.059% among 340,000; in the data active = inhibition above about 34%;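 also: 0% = enzyme with vehicle and 100% = wells lacking enzyme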
Target sequence (Q8NCG7 whole entry, looked up): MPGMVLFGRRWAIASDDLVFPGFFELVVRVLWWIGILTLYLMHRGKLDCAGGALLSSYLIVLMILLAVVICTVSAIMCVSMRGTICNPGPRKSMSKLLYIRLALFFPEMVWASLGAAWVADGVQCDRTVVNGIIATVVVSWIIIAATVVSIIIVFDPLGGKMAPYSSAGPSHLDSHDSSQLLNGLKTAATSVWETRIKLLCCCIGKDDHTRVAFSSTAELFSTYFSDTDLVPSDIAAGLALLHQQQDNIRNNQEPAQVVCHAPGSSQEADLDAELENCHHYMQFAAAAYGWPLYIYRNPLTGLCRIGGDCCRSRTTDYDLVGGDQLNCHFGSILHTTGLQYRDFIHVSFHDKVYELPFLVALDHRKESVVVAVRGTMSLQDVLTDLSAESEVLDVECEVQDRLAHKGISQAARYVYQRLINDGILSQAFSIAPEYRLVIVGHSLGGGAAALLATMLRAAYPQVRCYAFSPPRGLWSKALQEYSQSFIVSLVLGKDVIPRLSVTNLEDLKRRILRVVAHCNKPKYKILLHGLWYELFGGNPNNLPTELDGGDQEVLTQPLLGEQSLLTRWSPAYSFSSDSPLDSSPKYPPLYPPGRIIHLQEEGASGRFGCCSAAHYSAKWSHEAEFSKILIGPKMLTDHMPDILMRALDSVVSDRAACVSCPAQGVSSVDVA
CAL PDZ FP: human CAL PDZ-peptide interaction inhibition. Q9HD26. purified CAL PDZ, TMR-peptide fluorescence polarization, 1 h. inhibition, % at 20 µM. hit rate 0.02% among 330,000. AID 504414;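 active = highest replicate inhibition of at least 40%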;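 also: plate controls were DMSO neutral control wells for no effect and unlabeled competitor peptide control wells for full effect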
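Read-out basis: mP drop reported as inhibition | Assay system: Tagged CAL PDZ protein CerCALP, purified | Benchmarks: Unlabelled peptide for full inhibition, DMSO wells as neutral | Schedule: 1 h incubation at room temperature before polarization reading | Buffer or medium: Sodium phosphate/NaCl buffer pH 7.4 with TCEP, IgG, Thesit | Doses: Single point, 20 µM | Measured by: Fluorescence polarization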
AddAB inh: less growth of phage-infected E. coli with AddAB. E. coli expressing H. pylori AddAB, absorbance growth. inhibition, % at 11.9 µM. hit rate 0.29% among 330,000. AID 435030; in the data active = inhibition above about 12%;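 also: 0% = vehicle wells of infected cells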
Tat export inh: blocks Tat-dependent protein export in E. coli; hit rate 0.036% among 340,000; AID 488895; E. coli MC4100 TorA-mCherry Tat export, fluorescence; inhibition, % at 10 µM;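 active = mean replicate inhibition at least 50% and at least half of replicates individually reaching 50%; inconclusive = only one of the two criteria met; inactive = neither criterion met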;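 also: exported cargo escapes ClpAP degradation while cytoplasmic cargo is degraded and loses fluorescence; 0% = median of neutral control wells and 100% = median of NaSCN control wells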
phage Ecoli inh: E. coli growth loss with phage present; growth absorbance; inhibition, % at 11.9 µM; hit rate 0.26% among 360,000; AID 651602; in the data active = inhibition above about 11%
Starred values were filed as active, the others as inactive; ? = inconclusive; nt = no result given. An unsorted share of the library; overall some 1.9% were active at least once.

#	smiles	PfHsp90 set2	Ecoli viability	Rtt109 Vps75	Wnt act	PvdQ acylase	DAGLB inh	CAL PDZ FP	AddAB inh	Tat export inh	phage Ecoli inh
1	COCCCNC(=S)N/N=C/c1cccc(OC)c1O	nt	-2.2	nt	12.3	nt	nt	nt	2.1	nt	-0.9
2	Cc1nc2cc(-c3ccccc3)ccc2o1	nt	-0.9	0.9	18.6	-10.2	0.3	nt	1.1	9.0	1.5
3	O=C(c1ccc2c(c1)OCCO2)C1CCN(C(=O)Nc2ccc(F)cc2)CC1	0.7	-0.2	3.7	-4.3	-8.7	-2.7	-2.5	3.8	-1.9	1.1
4	N#Cc1ccc(OCC(=O)NNC(=S)NC(=O)C2CC2)cc1	-21.3	-9.4	-4.6	-1.8	-7.2	0.5	-1.6	-5.9	12.5	-1.9
5	Cc1ccc(C)c(NC(=S)NNC(=O)c2csc(C)c2C)c1	4.8	-0.3	6.4	nt	-14.4	0.4	-1.5	2.0	-4.2	1.9
6	O=C(Oc1ccc(Cl)c2cccnc12)c1cccc([N+](=O)[O-])c1	-41.7	-1.6	-5.5	24.8	-6.5	3.7	0.1	2.9	5.2	0.4
7	CCc1c(C(=O)OCc2ccccc2)[nH]c(C)c1C	-7.8	-0.6	-14.5	0.3	1.7	-7.8	-0.6	2.6	2.2	0.1
8	CC(C)Nc1nc(SCC(=O)Nc2ccccc2)nc(N2CCOCC2)n1	-4.5	-0.7	2.3	nt	-9.7	0.3	-0.3	2.4	1.8	0.7
9	CN(C)S(=O)(=O)c1ccc(N2CCCC2)c(C(=O)NC(c2ccccc2)c2ccccc2)c1	34.2	0.8	-2.0	nt	-11.5	0.5	-4.4	1.0	9.8	2.6
10	CNC(=O)COc1ncnc2sccc12	-9.8	nt	-5.1	2.5	-1.5	-1.2	nt	nt	-3.1	2.1
11	CCCCCCNc1nc(NCc2ccco2)nc(OCC)n1	5.0	0.6	-3.9	-7.7	-14.3	-9.0	-2.3	-1.0	14.1	2.1
12	CC(=O)c1ccc(NC(=O)CSc2ccc(-c3ccc(-n4cccn4)cc3)nn2)cc1	-16.0	0.6	-0.3	-0.7	-8.9	0.7	-1.2	1.0	-2.2	-1.3
13	O=C(CSc1nnc(CNC(=O)c2ccc(F)cc2)o1)Nc1ccc2c(c1)OCCO2	-26.4	0.5	-0.2	-1.9	-20.7	-1.3	-2.0	-2.4	7.3	1.7
14	Cc1ccc(C(C(=O)Nc2ccc3c(c2)OCO3)N(C)C(=O)Cc2c[nH]c3ccccc23)cc1 (stereo not drawn)	-24.8	-0.4	5.1	nt	12.2	-2.0	-2.1	-0.4	-22.6	0.9
15	CCOC(=O)c1c(C)c(C(=O)N(C)C2CCCCC2)c(C)n1C	-4.3	-1.0	-15.4	nt	-15.3	-0.1	-1.2	1.1	-0.3	1.0
16	Cc1ccc(CNC(=O)C2CC3Cn4c(nc5cc(Cl)c(Cl)cc54)C3N2C)o1 (stereo not drawn)	-4.6	-0.8	-1.2	-0.9	-13.0	0.9	0.0	1.1	2.1	2.7
17	Cc1ccc2c(c1)NCC(C(=O)NC1CCCCC1)O2 (stereo not drawn)	nt	1.3	-2.8	1.6	4.1	1.7	nt	1.1	-8.1	nt
18	CCOC(=O)C1CCN(C(c2cc(OC)c(OC)c(OC)c2)c2sc3nc(C)nn3c2O)CC1 (stereo not drawn)	-6.5	1.6	-1.1	2.8	-25.7	1.4	0.4	-5.0	3.8	1.0
19	CCCn1c(=O)c(C(=O)Nc2ccccc2C)c(O)c2ccccc21	-17.6	0.7	-1.5	-2.1	-11.9	-3.2	0.6	-0.2	3.9	-0.7
20	O=C(NC1CCCCC1)c1sc(=S)n2c1[nH]c(=O)c1ccccc12	nt	1.1	-3.4	5.6	-5.0	6.9	nt	3.8	4.9	4.4
21	O=C(COc1cccc2c1CCN(Cc1ccccc1)C2=O)N1CCCCC1	1.8	0.5	2.9	-1.3	-8.5	-1.8	-1.7	-1.9	-7.3	2.4
22	CN(Cc1ccccc1N1CCCC1)C(=O)c1cc2ccccc2o1	-15.7	-1.1	-2.6	-5.9	-12.7	-6.2	0.0	-1.5	-1.0	1.9
23	CCc1ccc(C(=O)COC(=O)C2CCN(c3ccc(C(F)(F)F)cn3)CC2)cc1	1.5	1.1	10.8	1.4	3.5	-2.7	-1.7	-0.3	20.4	-0.1
24	CC1CC(C)CN(c2oc(-c3ccccc3Cl)nc2C#N)C1 (stereo not drawn)	-22.3	0.2	3.2	1.1	-8.2	0.4	-0.3	2.3	1.1	1.3
25	Cc1ccc(-c2ccc(OC(=O)c3ccc(=O)[nH]c3)c(C)c2)cc1	-46.1	-1.8	1.1	-1.0	-16.7	-0.7	nt	1.8	-2.2	-1.9
26	COc1ccc(OCCNC(=O)c2ccccc2OCC(=O)N2CCCCC2)cc1	-36.2	1.6	5.7	nt	-17.3	-0.8	0.0	0.9	-10.6	1.0
27	COc1cccc(CCN2CCC(CNS(=O)(=O)c3cc(-c4cc(C)no4)ccc3C)CC2)c1	-18.4	2.5	2.2	-7.1	-8.0	0.8	-6.6	1.3	1.1	6.1
28	CN(C)CCNC(=O)COc1ccc(Cl)cc1Cl	11.3	-2.9	0.8	-3.1	-10.2	3.4	-0.1	1.6	4.2	2.3
29	CCN(CC(=O)Nc1ccc(NC(C)=O)cc1)C(=O)c1ccccc1SCC(=O)N1CCCC1	-1.1	0.5	-7.9	1.2	-6.0	1.0	0.8	3.1	-2.1	1.3
30	COc1ccc(NC(=O)CSc2nnc3ccc(-c4ccccn4)nn23)cc1	-63.4	-2.5	-2.8	-5.8	-9.9	-2.3	-0.4	0.6	-7.3	5.2
31	C=CCN(C(=O)Cn1ncc2c1-c1cc(C)ccc1OC2)c1ccccc1	10.6	0.7	-10.3	-2.0	-17.1	-2.7	-1.9	3.0	6.6	2.0
32	Cc1ccc(-n2ncc3c(NCCCN4CCOCC4)ncnc32)c(C)c1	-17.8	-1.5	7.3	-2.8	-10.1	0.9	-1.0	0.4	19.0	4.3
33	O=C(O)COc1ccccc1-c1nc(-c2ccccc2)c(-c2ccccc2)[nH]1	15.1	1.2	2.6	0.7	-11.5	9.1	-0.3	2.9	6.5	1.2
34	CN(Cc1cccs1)C(=O)COc1cccc2c1OC(C)(C)C2	29.1	-1.9	10.5	-5.2	-14.4	-2.8	-0.8	-1.5	4.3	3.0
35	CC12CNCC(C)(CN(C3(O)C(=O)Nc4ccc(Br)cc43)C1)C2=O (stereo not drawn)	-6.7	1.7	-16.3	6.4	-13.6	1.1	nt	1.6	-0.6	0.5
36	COc1ccc(NC(=O)CC2S/C(=N\c3nccs3)N(C)C2=O)cc1 (stereo not drawn)	-2.0	-0.4	1.2	-1.2	-0.5	1.3	-1.8	4.4	-2.2	5.4
37	CN(CCCN1CCCCC1)C(=O)c1cc(COc2ccc(F)cc2F)on1	6.1	-1.2	4.3	-1.3	-6.7	0.6	-1.7	-1.8	3.4	2.8
38	O=C(c1ccc(Cl)c([N+](=O)[O-])c1)N(c1ccccn1)c1ccccn1	23.2	-3.8	-0.4	-0.9	-7.0	2.0	0.2	-0.7	14.9	2.4
39	COc1cc(C(C)=O)ccc1OCC(=O)Nc1ccccc1N1CCCCC1	-4.1	0.1	-7.1	-9.1	-11.7	-13.2	-2.1	1.0	5.2	2.3
40	COCCNC(=O)C(=O)NCCN1CCNCC1	-1.6	2.9	-14.1	-1.5	-6.5	-0.6	0.0	0.7	-7.6	1.6
41	CC1CC(C)CN(C(=O)C2CCN(S(=O)(=O)c3cccs3)CC2)C1 (stereo not drawn)	-1.8	-4.3	1.8	-2.9	-14.8	0.7	-0.2	-1.8	-3.1	0.9
42	CCOc1ccc(S(=O)(=O)Nc2cc(SCC(=O)O)c(O)c3ccccc23)cc1	7.5	nt	6.1	-0.2	10.5	-6.2	37.0	nt	-8.0	-0.9
43	COc1cccc(CNC(=O)COC(=O)C23CC4CC(CC(Cl)(C4)C2)C3)c1	-5.3	0.4	7.6	14.1	-13.2	-5.7	-1.2	-0.7	1.8	1.1
44	CCCOC(=O)c1ccc(NC(=O)c2cccc(S(=O)(=O)N3CCN(C(C)=O)CC3)c2)cc1	43.6	-0.4	-3.9	1.6	-6.8	2.4	-1.3	3.3	-4.7	0.6
45	Cc1ccc(C)c(Oc2ncnc(N)c2[N+](=O)[O-])c1	-8.4	-0.5	-9.9	2.7	-19.4	1.9	-0.6	3.2	-8.9	2.7
46	COc1ccccc1-n1c(CNC(=O)c2ccc(S(=O)(=O)N3CCCCC3)cc2)n[nH]c1=S	36.2	0.3	-10.0	-0.4	2.5	-2.4	-0.9	3.1	-12.3	0.4
47	O=C(CSc1nnc(CNC(=O)c2cccs2)o1)Nc1cccc(Cl)c1	0.6	-1.5	-0.2	-2.7	-22.9	-3.0	-3.5	2.9	-1.5	0.2
48	CCOC(=O)c1[nH]c2ccc(F)cc2c1NC(=O)CN1CCN(C/C=C/c2ccccc2)CC1	-15.0	1.7	6.6	nt	-14.0	-5.2	-2.3	3.0	-1.7	4.5
49	Cc1c(CC(=O)NCCC(=O)O)c(=O)oc2cc3occ(-c4ccccc4)c3cc12	16.7	-2.6	-0.6	1.3	-15.6	2.0	-3.7	1.1	-4.3	3.7
50	COc1ccc(N(C(=O)/C=C/C(=O)Nc2cc(C)on2)C(C(=O)NC2CCCC2)c2ccccc2C)cc1 (stereo not drawn)	-14.5	-2.5	-0.8	-9.4	-24.9	1.8	-2.7	-1.2	-4.0	4.9
51	CCN(CC(=O)Nc1ccc2c(c1)OCCO2)C(=O)C1CCCCC1	-11.7	-0.4	-11.1	nt	-16.7	8.4	1.1	2.7	-2.5	1.4
52	CCOC(=O)N1CCc2c(sc3nc[nH]c(=O)c23)C1	-2.8	0.9	-3.7	2.3	1.6	-1.3	-0.5	3.4	-10.2	-3.4
53	COC(=O)c1sccc1NC(=O)CC1C(=O)NCCN1C(=O)c1ccccc1 (stereo not drawn)	5.5	-0.4	-2.7	-0.1	0.8	-0.9	-1.3	3.6	0.0	0.1
54	O=C(c1cc2c(s1)-c1ccccc1S(=O)(=O)C2)N1CCCC1	23.1	1.1	-0.1	1.4	-7.2	-1.0	0.3	0.8	0.3	4.2
55	O=C(C1CCCO1)N1CCN(c2c3c(nc4cc(-c5ccc(F)cc5)nn24)CCC3)CC1 (stereo not drawn)	4.1	-1.1	0.7	17.9	-1.6	-2.8	-0.3	-0.8	?	5.0
56	NNC(=O)c1nc[nH]c1C(=O)Nc1ccccc1[N+](=O)[O-]	19.7	0.5	nt	0.5	8.1	-1.4	-0.3	3.0	0.4	2.8
57	CCC(C)Sc1nc(O)c(Cc2ccccc2)c(=O)[nH]1 (stereo not drawn)	-4.4	1.5	-12.3	-7.3	-10.4	-0.7	-0.7	1.9	0.9	-0.3
58	Cn1c(SCC(=O)NCc2ccccc2)nnc1C1CC1	11.7	2.1	10.6	-0.5	8.6	4.3	-0.1	-0.6	-3.0	2.7
